MgcRacGAP inhibition: MgcRacGAP GTPase-activating activity inhibitors, confirmation, biochemical, ADP Hunter fluorescence. AID 624330. MgcRacGAP-stimulated Rac1 GTP hydrolysis, ADP Hunter fluorescence; higher % means a stronger effect; GST-tagged Rac1 F28L mutant substrate. hit rate 0.6% among 340,000. inhibition, % at 30 µM; hits with a dose series show IC50 in µM;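 active means first-screen hits whose inhibition reached a set limit at any dose in the follow-up dose series; inconclusive means inhibition above the set first-screen limit but never retested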;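 further: fluorescence reports GDP produced by GAP-driven GTP hydrolysis; strong numbers were not always called active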
Myeloid diff 2: myeloid differentiation induction | ER-HoxA9 myeloid progenitors, lysozyme-GFP differentiation, flow cytometry | calls only at 10 µM | hit rate 1% among 360,000 | AID 624256;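 active means normalized GFP-positive differentiation at or above the plate's own cutoff, the solvent-only control mean plus 3 SD; inconclusive means no clear call, values can overlap the other calls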;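 further: cells exposed to compound for four days before flow analysis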
Myeloid diff 2 GFP+ MAC1+ %: recorded beside Myeloid diff 2, whose call it bears; GFP+ MAC1+ double positive, %; measured here: differentiation confirmed by MAC1 staining
* hit, by the source's call. A portion of the library; rates above refer to the full screens.

Screening COc1cccc(S(=O)(=O)N(C)C[C@@H]2Oc3cc(C#CCN(C)C)ccc3S(=O)(=O)N([C@H](C)CO)C[C@@H]2C)c1 returned MgcRacGAP inhibition 8%, Myeloid diff 2 inactive and Myeloid diff 2 GFP+ MAC1+ % 0.9.
`COc1ccc(F)cc1S(=O)(=O)N1CCc2ccccc2C1` gave MgcRacGAP inhibition -21%, Myeloid diff 2 inactive and Myeloid diff 2 GFP+ MAC1+ % 0.7.
CN(CC(=O)Nc1ccc(Cl)c(Cl)c1)CC(=O)N1CCCCCC1 was read as MgcRacGAP inhibition -28%, Myeloid diff 2 inactive and Myeloid diff 2 GFP+ MAC1+ % 2.4.
Screening C[C@H]1CN([C@@H](C)CO)S(=O)(=O)c2ccc(-c3cccc(F)c3)cc2O[C@@H]1CN(C)C returned MgcRacGAP inhibition 12%, Myeloid diff 2 inactive and Myeloid diff 2 GFP+ MAC1+ % 0.9.
`CC(=O)Nc1nc2[nH]ccc2c(=O)[nH]1` gave MgcRacGAP inhibition 4%, Myeloid diff 2 inactive and Myeloid diff 2 GFP+ MAC1+ % 0.6.
CC(C)C1C(=O)N(Cc2cn(Cc3ccco3)nn2)CCS(=O)(=O)N1Cc1ccc(-c2ccc(F)nc2)cc1 (stereo not drawn) was read as MgcRacGAP inhibition -10%, Myeloid diff 2 inactive and Myeloid diff 2 GFP+ MAC1+ % 0.6.
O=C(C1CCCO1)N1CCN(C(=O)C23CC4CC(CC(C4)C2)C3)CC1 (stereo not drawn) was read as MgcRacGAP inhibition 12%, Myeloid diff 2 inactive and Myeloid diff 2 GFP+ MAC1+ % 0.9.
Screening CC(CC(c1ccccc1)N1CCc2ccccc2C1)=NO (stereo not drawn) returned MgcRacGAP inhibition 10%, Myeloid diff 2 inactive and Myeloid diff 2 GFP+ MAC1+ % 0.4.
CSc1ncnc2c1ncn2CCCNCc1ccc(C)o1 was read as MgcRacGAP inhibition 19%, Myeloid diff 2 inactive and Myeloid diff 2 GFP+ MAC1+ % 1.6.
For CC(=O)c1ccc(OCC(=O)Nc2ccc3c(c2)OCO3)cc1 the results were MgcRacGAP inhibition 13%, Myeloid diff 2 inactive and Myeloid diff 2 GFP+ MAC1+ % 0.9.
For Cc1cc(NC(=O)COC(=O)CCn2c(C)csc2=O)c([N+](=O)[O-])cc1C the results were MgcRacGAP inhibition 9%, Myeloid diff 2 inactive and Myeloid diff 2 GFP+ MAC1+ % 0.1.
`Cc1ccc(C(=O)Nc2ccncc2)cc1S(=O)(=O)N1CCCCC1` gave MgcRacGAP inhibition 8%, Myeloid diff 2 inactive and Myeloid diff 2 GFP+ MAC1+ % 1.1.
`COc1ccc(NC(C)=O)cc1NC(=O)c1c(C)noc1C` gave MgcRacGAP inhibition 7%, Myeloid diff 2 inactive and Myeloid diff 2 GFP+ MAC1+ % 1.2.
For COCC(=O)Nc1ccc2c(c1)[C@@H]1C[C@H](CC(=O)NCc3ccccc3)O[C@@H](CO)[C@@H]1O2 the results were MgcRacGAP inhibition 11%, Myeloid diff 2 inactive and Myeloid diff 2 GFP+ MAC1+ % 0.7.
O=C(CNc1cccc(Br)c1)Nc1ccc(S(=O)(=O)N2CCCCC2)cc1 was read as MgcRacGAP inhibition 15%, Myeloid diff 2 inactive and Myeloid diff 2 GFP+ MAC1+ % 0.7.
For O=C(CCc1ccc(O)cc1)NN=Cc1cc(Br)ccc1O the results were MgcRacGAP inhibition -1%, Myeloid diff 2 inactive and Myeloid diff 2 GFP+ MAC1+ % 1.2.
CC1(C)OCC(N)(CO)CO1 was read as MgcRacGAP inhibition 5%, Myeloid diff 2 inactive and Myeloid diff 2 GFP+ MAC1+ % 0.6.
Screening Cc1cccc(NC(=O)c2ncn3c2C(=O)NC[C@@H]3C)c1 returned MgcRacGAP inhibition 5%, Myeloid diff 2 inactive and Myeloid diff 2 GFP+ MAC1+ % 0.9.
For CC(=NNC(=S)Nc1ccccc1)c1ccccn1 the results were MgcRacGAP inhibition 11% and Myeloid diff 2 inconclusive.
`COc1cccc(C2CC(=O)Nc3cc(C)c(C)cc32)c1` (stereo not drawn) gave MgcRacGAP inhibition 8%, Myeloid diff 2 inactive and Myeloid diff 2 GFP+ MAC1+ % 0.7.
For O=C(NC(=S)Nc1cccnc1)c1cccc(Cl)c1 the results were MgcRacGAP inhibition 7%, Myeloid diff 2 inactive and Myeloid diff 2 GFP+ MAC1+ % 1.8.
For CCN(CC)S(=O)(=O)c1ccc(C(=O)NC(=S)N2CCN(c3ccccc3O)CC2)cc1 the results were MgcRacGAP inhibition 10%, Myeloid diff 2 inactive and Myeloid diff 2 GFP+ MAC1+ % 0.9.
`COc1cccc(/C=C/C(=O)OCC(=O)NC2CCCCCC2)c1` gave MgcRacGAP inhibition 13%, Myeloid diff 2 inactive and Myeloid diff 2 GFP+ MAC1+ % 1.3.
For C[C@@H]1CN([C@@H](C)CO)C(=O)CCCn2nncc2CO[C@@H]1CN(C)S(=O)(=O)c1ccc(Oc2ccccc2)cc1 the results were MgcRacGAP inhibition 14%, Myeloid diff 2 inactive and Myeloid diff 2 GFP+ MAC1+ % 1.9.
COc1ccc(OC)c(NC(=O)CCNC(=O)N2CC(=O)Nc3ccccc32)c1 was read as MgcRacGAP inhibition -6%, Myeloid diff 2 inactive and Myeloid diff 2 GFP+ MAC1+ % 0.8.
CN1OC[C@@H]2CN(C(=O)C(C)(C)C)[C@H](c3cccc(Oc4ccccc4)c3)C[C@@H]21 was read as MgcRacGAP inhibition 4%, Myeloid diff 2 inactive and Myeloid diff 2 GFP+ MAC1+ % 0.9.
`C[C@H]1CN([C@@H](C)CO)C(=O)c2cc(Br)cnc2O[C@@H]1CN(C)C(=O)NC1CCCCC1` gave MgcRacGAP inhibition 3%, Myeloid diff 2 inactive and Myeloid diff 2 GFP+ MAC1+ % 0.2.
Screening C[C@@H]1CN([C@H](C)CO)C(=O)CCCn2nncc2CO[C@H]1CN(C)C(=O)Nc1cccc2ccccc12 returned MgcRacGAP inhibition 15%, Myeloid diff 2 inactive and Myeloid diff 2 GFP+ MAC1+ % 0.7.
Screening CC(C)NC(=O)N(C)C[C@H]1Oc2cc(C#Cc3ccc(F)cc3)ccc2S(=O)(=O)N([C@H](C)CO)C[C@H]1C returned MgcRacGAP inhibition 9%, Myeloid diff 2 inactive and Myeloid diff 2 GFP+ MAC1+ % 0.7.
CCCOc1ccccc1NC(=O)/C=C/c1ccc(OC)c(S(=O)(=O)N2CCOCC2)c1 was read as MgcRacGAP inhibition 15%, Myeloid diff 2 inactive and Myeloid diff 2 GFP+ MAC1+ % 1.1.

2 successive compounds already listed, quoted:
For O=C(CCc1ccc(O)cc1)NN=Cc1cc(Br)ccc1O the results were MgcRacGAP inhibition -1%, Myeloid diff 2 inactive and Myeloid diff 2 GFP+ MAC1+ % 1.2.
CC1(C)OCC(N)(CO)CO1 was read as MgcRacGAP inhibition 5%, Myeloid diff 2 inactive and Myeloid diff 2 GFP+ MAC1+ % 0.6.

Continuation.
For COc1ccc2c(c1)c1c(c(=O)n(-c3ccc(C)cc3)c(=O)n1CC(=O)NCC1CCCO1)n2C (stereo not drawn) the results were MgcRacGAP inhibition 10%, Myeloid diff 2 inactive and Myeloid diff 2 GFP+ MAC1+ % 1.3.
For COc1ccc(C(=O)OCc2cc(=O)oc3cc(C)ccc23)cc1S(=O)(=O)N1CCOCC1 the results were MgcRacGAP inhibition 4%, Myeloid diff 2 inactive and Myeloid diff 2 GFP+ MAC1+ % 0.3.
For CC(C)C1C(=O)N(Cc2cn(CC3CCCCC3)nn2)CCS(=O)(=O)N1Cc1ccc(-c2cccc(CO)c2)cc1 (stereo not drawn) the results were MgcRacGAP inhibition 15%, Myeloid diff 2 inactive and Myeloid diff 2 GFP+ MAC1+ % 0.5.
Screening CCN(CC)C(=O)C1=C(C)N(Cc2ccccc2)C(=O)C(CC(=O)NCCCCc2ccccc2)C1 (stereo not drawn) returned MgcRacGAP inhibition 12%, Myeloid diff 2 inactive and Myeloid diff 2 GFP+ MAC1+ % 0.9.
For Cc1ccc(S(=O)(=O)CCC(=O)OCC(=O)Nc2cccc(S(=O)(=O)N3CCCCC3)c2)cc1 the results were MgcRacGAP inhibition 16%, Myeloid diff 2 inactive and Myeloid diff 2 GFP+ MAC1+ % 1.5.
`CC(C)CC1C(=O)N(Cc2cn(Cc3ccco3)nn2)CCS(=O)(=O)N1Cc1ccc(-c2ccc(Cl)cc2)cc1` (stereo not drawn) gave MgcRacGAP inhibition 9%, Myeloid diff 2 inactive and Myeloid diff 2 GFP+ MAC1+ % 0.2.
O=C(O)c1cscc1-c1cccc2ccccc12 was read as MgcRacGAP inhibition 9%, Myeloid diff 2 inactive and Myeloid diff 2 GFP+ MAC1+ % 0.6.
Screening C[C@H]1CN([C@@H](C)CO)C(=O)CCCn2cc(nn2)CO[C@@H]1CN(C)C(=O)Nc1ccc(C(F)(F)F)cc1 returned MgcRacGAP inhibition 10%, Myeloid diff 2 inactive and Myeloid diff 2 GFP+ MAC1+ % 0.6.
`Cc1ccc([C@H]2C[C@@H](n3cc(COC(=O)c4ccccc4)nn3)[C@H](O)CN2CC2CCCCC2)cc1` gave MgcRacGAP inhibition 14%, Myeloid diff 2 inactive and Myeloid diff 2 GFP+ MAC1+ % 1.4.
Screening COc1ccc(CN2C(=O)C(CC(=O)NC3CCCC3)CC(C(=O)N(C(C)C)C(C)C)=C2C)cc1 (stereo not drawn) returned MgcRacGAP inhibition 6%, Myeloid diff 2 inactive and Myeloid diff 2 GFP+ MAC1+ % 0.7.
For CCCCCC(=O)N1C[C@@H](n2cc(-c3ccc(F)cc3)nn2)[C@H](O)C[C@@H]1c1ccc(OC)cc1 the results were MgcRacGAP inhibition -9%, Myeloid diff 2 inactive and Myeloid diff 2 GFP+ MAC1+ % 0.3.
CCCCCC(=O)N1C[C@@H](n2cc(C3CC3)nn2)[C@H](O)C[C@@H]1c1ccccc1 was read as MgcRacGAP inhibition 9%, Myeloid diff 2 inactive and Myeloid diff 2 GFP+ MAC1+ % 0.6.
C[C@H]1CN([C@@H](C)CO)C(=O)CCCn2cc(nn2)CO[C@@H]1CN(C)C(=O)Nc1ccccc1C(F)(F)F was read as MgcRacGAP inhibition 12%, Myeloid diff 2 inactive and Myeloid diff 2 GFP+ MAC1+ % 0.9.
`C[C@H]1CN([C@@H](C)CO)S(=O)(=O)c2ccc(Br)cc2O[C@H]1CN(C)Cc1ccccc1F` gave MgcRacGAP inhibition 18%, Myeloid diff 2 inactive and Myeloid diff 2 GFP+ MAC1+ % 0.8.
Clc1ccccc1NN(Cc1ccccn1)c1ccccc1Cl was read as MgcRacGAP inhibition 8%, Myeloid diff 2 inactive and Myeloid diff 2 GFP+ MAC1+ % 1.2.

Grouped by structure, those above with a CF3 group.
Screening C[C@H]1CN([C@@H](C)CO)C(=O)CCCn2cc(nn2)CO[C@@H]1CN(C)C(=O)Nc1ccc(C(F)(F)F)cc1 returned MgcRacGAP inhibition 10%, Myeloid diff 2 inactive and Myeloid diff 2 GFP+ MAC1+ % 0.6.
C[C@H]1CN([C@@H](C)CO)C(=O)CCCn2cc(nn2)CO[C@@H]1CN(C)C(=O)Nc1ccccc1C(F)(F)F was read as MgcRacGAP inhibition 12%, Myeloid diff 2 inactive and Myeloid diff 2 GFP+ MAC1+ % 0.9.

Later entries
`NNC(=O)Cc1cccc2ccc(Cl)cc12` gave MgcRacGAP inhibition 8%, Myeloid diff 2 inactive and Myeloid diff 2 GFP+ MAC1+ % 0.3.
O=C(NCCS(=O)(=O)N1CCN(c2ccccc2)CC1)C12CC3CC(CC(C3)C1)C2 was read as MgcRacGAP inhibition -28%, Myeloid diff 2 inactive and Myeloid diff 2 GFP+ MAC1+ % 1.8.
`COc1ccc([C@H]2CN(c3ccc(OC)cc3)C(=O)[C@@H]2CC(=O)Nc2ccccc2)cc1` gave MgcRacGAP inhibition 115µM*, Myeloid diff 2 inactive and Myeloid diff 2 GFP+ MAC1+ % 2.5.
`C[C@H]1CN([C@@H](C)CO)S(=O)(=O)c2ccc(Br)cc2O[C@@H]1CN(C)S(=O)(=O)c1ccccc1` gave MgcRacGAP inhibition 13%, Myeloid diff 2 inactive and Myeloid diff 2 GFP+ MAC1+ % 0.4.
CC1CCC2(CC1)NC(=O)N(CC(=O)Nc1cccc(S(=O)(=O)N(C)c3ccccc3)c1)C2=O (stereo not drawn) was read as MgcRacGAP inhibition 7%, Myeloid diff 2 inactive and Myeloid diff 2 GFP+ MAC1+ % 2.4.
`O=C(OCc1cn([C@H]2CN(Cc3cccs3)[C@@H](c3ccc(Cl)cc3)C[C@@H]2O)nn1)c1ccccc1` gave MgcRacGAP inhibition 19%, Myeloid diff 2 inactive and Myeloid diff 2 GFP+ MAC1+ % 0.4.
`CCN1C(=O)[C@H]2[C@@H](c3ccc(C)cc3)N[C@]3(CCCN(Cc4ccco4)C3=O)[C@H]2C1=O` gave MgcRacGAP inhibition 15%, Myeloid diff 2 inactive and Myeloid diff 2 GFP+ MAC1+ % 0.8.
Cc1ccccc1-c1n[nH]nc1C1=CC(=O)CC(C)(C)C1 was read as MgcRacGAP inhibition 17%, Myeloid diff 2 inactive and Myeloid diff 2 GFP+ MAC1+ % 0.9.
Screening CN(CC(=O)Nc1ccc(F)c(F)c1F)C(=O)C1CCCN1C(=O)c1cccs1 (stereo not drawn) returned MgcRacGAP inhibition -24%, Myeloid diff 2 inactive and Myeloid diff 2 GFP+ MAC1+ % 1.1.
C[C@H]1CN([C@@H](C)CO)S(=O)(=O)c2ccc(C#CC3CC3)cc2O[C@H]1CN(C)C(=O)c1cccnc1 was read as MgcRacGAP inhibition 6%, Myeloid diff 2 inactive and Myeloid diff 2 GFP+ MAC1+ % 0.7.
